14-3-3 PPI: alters human 14-3-3 gamma binding to Raf peptide. 160,000 compounds, 0.19% hits. FP, 14-3-3gamma / TMR-pS259-Raf peptide binding. inhibition, % at 40 µM. P61981; in the data active = inhibition above about 30%;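 note: 0% = protein plus tracer without compound and 100% = blank with tracer alone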
Target sequence (P61981 whole entry, looked up): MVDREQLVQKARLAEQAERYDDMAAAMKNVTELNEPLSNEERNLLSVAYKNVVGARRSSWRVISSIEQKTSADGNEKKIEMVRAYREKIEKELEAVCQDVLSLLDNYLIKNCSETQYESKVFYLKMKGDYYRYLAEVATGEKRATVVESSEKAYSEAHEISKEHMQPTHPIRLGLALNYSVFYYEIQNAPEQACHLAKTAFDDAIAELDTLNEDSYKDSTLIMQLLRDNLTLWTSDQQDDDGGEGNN
Numbers without * were called inactive; & = joins results of further samples. A portion of the library; rates above refer to the full screens.

#	Compound	14-3-3 PPI
1	Cc1ccc(C)c(OCC(O)CN2CCC(C)CC2)c1C (centres undefined)	1
2	NC(=O)C1(N2CCCCC2)CCN(C(=O)c2cccs2)CC1	-2
3	CCOc1ccc(N=C2SC(C(=O)Nc3ccccc3F)CC(=O)N2C)cc1 (centres undefined)	14
4	Cc1ccc2[nH]c(=O)c3cc(C(=O)NC4CCCCC4)sc3c2c1	2
5	Nc1ccc(C(=O)NCCc2ccccc2)cc1[N+](=O)[O-]	-24
6	CC1=C(C(=O)OCC2CCCO2)C(c2ccccc2OCc2ccccc2)C2=C(CC(C)(C)CC2=O)N1 (centres undefined)	-3
7	Cc1ccc(S(=O)(=O)N2CCCC2C(=O)OCc2nc3ccccc3s2)cc1 (centres undefined)	0
8	O=C(C1=C(O)C(=O)N(CCCN2CCOCC2)C1c1ccccn1)c1cccs1 (centres undefined)	3
9	O=C(Nc1ccc2nsnc2c1)C(F)(F)F	-12
10	COc1ccccc1CCNC(=O)C1CCCO1 (centres undefined)	-4
11	CCn1c(COc2cccc(OC)c2)nnc1SCC(=O)N1CCOCC1	-5
12	CCN(C(=O)CSc1ncccc1C(=O)O)c1cccc(C)c1	6
13	Cc1ccc(Cl)cc1N1CCN(C(=O)c2cn(C)c(=O)c3c2c2ccccc2n3C)CC1	-1
14	N#Cc1cnc(Nc2ccccc2)c(C#N)c1Nc1ccccc1	8
15	Cc1ccc(-c2ccc(=O)n(CC(=O)NCc3ccc(F)cc3)n2)cc1	-7
16	CCSCCOC(=O)C1=C(C)NC2=C(C(=O)CC(c3ccccc3OC)C2)C1c1ccsc1 (centres undefined)	-156
17	CCOc1ccc(NC(=O)c2c(NCc3ccncc3)sc3c2CCCCC3)cc1	-2
18	Cc1cc(NC(=O)c2cc(-c3ccncc3)nc3c(C)cccc23)no1	-19
19	CCOc1ccc(-n2c(=S)sc3c(=O)n(-c4ccc(F)cc4)c(SCC(=O)O)nc32)cc1	-4
20	CN(C)c1ccc(-c2nn3c(-c4ccc(Cl)cc4)nnc3s2)cc1	-1
21	Cn1c(=O)n(C)c2cc(NC(=O)C(F)(F)F)ccc21	11
22	O=C(CSc1nc2ccncc2[nH]1)Nc1ccccc1C(F)(F)F	-2
23	O=C(O)C1CC(=O)N(CCc2ccccc2)C(=Nc2ccc(OC(F)(F)F)cc2)S1 (centres undefined)	-4
24	COc1ccccc1NS(=O)(=O)c1cc(C(=O)Nc2ccccc2)ccc1Cl	1
25	COc1ccc(C2C(C(N)=O)=C(C)Nc3nc(-c4cccc(Cl)c4)nn32)cc1OC (centres undefined)	-14
26	Cc1cc(C)nc(SCC(=O)Nc2ccc3ccccc3c2)n1	-15
27	CCCn1c(NC(=O)c2cccc(S(=O)(=O)N3CCCC3)c2)nc2ccccc21	4
28	O=C(CSc1nnc(NC(=O)C2CC2)s1)Nc1ccc(F)cc1	-2
29	C=CCn1c(COc2ccc(Cl)cc2)nnc1SCc1ccc(C#N)cc1	-11
30	C=CCN=C(NC#N)SCC(=O)NCc1ccccc1	-31

Reprinted from the part before: 2 entries, followed by the next part.
#	Compound	14-3-3 PPI
29	C=CCn1c(COc2ccc(Cl)cc2)nnc1SCc1ccc(C#N)cc1	-11
30	C=CCN=C(NC#N)SCC(=O)NCc1ccccc1	-31
31	CN(Cc1ccccc1)S(=O)(=O)c1ccc(C(=O)Nc2ccc3c(c2)C(=O)c2ccccc2C3=O)cc1	-24
32	CCC(=O)c1cn(CC(=O)NCc2cccnc2)c2ccccc12	-4
33	COc1ccc(C2=NOC(C(=O)NCc3ccccc3)C2)cc1 (centres undefined)	-3
34	O=C(Nc1cccc(C(F)(F)F)c1)c1ccc([N+](=O)[O-])o1	-13
35	CCOC(=O)CNC(=O)C1c2cc(OC)c(OC)cc2C(=O)N(C)C1c1ccccc1F (centres undefined)	-20
36	COCCCNC(=O)C(F)(F)C(F)(F)C(=O)NCCCOC	-4
37	COC(=O)c1ccccc1NC(=O)CCCn1nc([N+](=O)[O-])cc1C	-3
38	CCOc1ccc(S(=O)(=O)Nc2ccc(F)cc2)c2cccnc12	-15
39	c1coc(-c2nc3ccc4ccccc4c3c3c2CCC3)c1	-53
40	O=C(NCc1ccc(F)cc1)c1ccc2c(=O)n(-c3cccc(C(F)(F)F)c3)c(=S)[nH]c2c1	-1
41	CC(=O)N1CCc2cc(Br)cc(S(=O)(=O)Nc3cccc(F)c3)c21	-8
42	COc1ccc(C2Oc3ccccc3C3=C2C(c2cccs2)n2ncnc2N3)cc1OC (centres undefined)	4
43	FC(F)(F)c1cccc(Cc2n[nH]c(=S)n2-c2ccccc2)c1	-4
44	N#Cc1ccccc1CSc1ccccn1	-9
45	O=C(C1CCC(CNS(=O)(=O)c2cccs2)CC1)N1CCN(c2ccc(F)cc2)CC1 (centres undefined)	-7
46	CCC(C)(C)n1nnnc1C(C(C)C)N(CCCO)Cc1cc2cc(C)ccc2[nH]c1=O (centres undefined)	-6
47	CC1CCN(C(=O)N[C@@H](Cc2ccccc2)C(=O)O)CC1	-5
48	CC1=C(C(=O)OC(C)C)C(c2cccc(Br)c2)C2=C(CCCC2=O)N1 (centres undefined)	-4
49	COc1cccc(C2C(C(=O)Nc3ccccc3)=C(C)Nc3nc(-c4ccccc4)nn32)c1OC (centres undefined)	-3
50	Cc1ccc(S(=O)(=O)N(CC(=O)N2CCCCC2)Cc2ccccc2)cc1	-5
51	CCOc1cccc2cc(C(N)=O)c(=Nc3ccc(C)cc3)oc12	3
52	Cc1sc2ncnc(N(C)C3CCCCC3)c2c1S(=O)(=O)N1CCC(C)CC1	-8
53	CC(=O)Nc1nc(C23CC4CC(CC(C4)C2)C3)c(C)s1	-6
54	Cc1ccc(S(=O)(=O)c2nc(N3CCOCC3)sc2Cl)cc1	-2
55	CC(=O)Nc1nc2cc(C)c(C)cc2[nH]1	-24
56	CCCn1c(C)cc(=O)c2cc([N+](=O)[O-])ccc21	7
57	O=C(NCCCN1CCOCC1)c1cc(=O)n(Cc2ccc(Cl)cc2)c2ccccc12	-6
58	O=C(CSc1nnc2sc3ccccc3n12)c1ccc2c(c1)OCO2	-3
59	COc1ccc(C2C(C(=O)N3CCN(Cc4ccccc4)CC3)c3cc(OC)c(OC)cc3C(=O)N2C)cc1 (centres undefined)	-5
60	CC(=O)c1cccc(NC(=O)C(Cc2ccccc2)NS(=O)(=O)c2ccc(Br)s2)c1 (centres undefined)	2

Some of these compounds in order of SMILES length, high to low.
#	Compound	14-3-3 PPI
31	CN(Cc1ccccc1)S(=O)(=O)c1ccc(C(=O)Nc2ccc3c(c2)C(=O)c2ccccc2C3=O)cc1	-24
60	CC(=O)c1cccc(NC(=O)C(Cc2ccccc2)NS(=O)(=O)c2ccc(Br)s2)c1 (centres undefined)	2
45	O=C(C1CCC(CNS(=O)(=O)c2cccs2)CC1)N1CCN(c2ccc(F)cc2)CC1 (centres undefined)	-7
50	Cc1ccc(S(=O)(=O)N(CC(=O)N2CCCCC2)Cc2ccccc2)cc1	-5
43	FC(F)(F)c1cccc(Cc2n[nH]c(=S)n2-c2ccccc2)c1	-4
47	CC1CCN(C(=O)N[C@@H](Cc2ccccc2)C(=O)O)CC1	-5

Entries listed so far with bromine, in the order listed:
#	Compound	14-3-3 PPI
41	CC(=O)N1CCc2cc(Br)cc(S(=O)(=O)Nc3cccc(F)c3)c21	-8
48	CC1=C(C(=O)OC(C)C)C(c2cccc(Br)c2)C2=C(CCCC2=O)N1 (centres undefined)	-4
60	CC(=O)c1cccc(NC(=O)C(Cc2ccccc2)NS(=O)(=O)c2ccc(Br)s2)c1 (centres undefined)	2

Additional compounds:
#	Compound	14-3-3 PPI
61	COc1ccc(N=c2oc3c(C)ncc(CO)c3cc2C(=O)Nc2ccccc2C)cc1OC	-2
62	Cc1nc2c(C(=O)NCc3ccccc3Cl)c[nH]n2c(=O)c1Cc1ccc(Cl)cc1	-14
63	O=C(O)c1cc(NC(=O)c2ccc(Oc3ccc([N+](=O)[O-])cc3)cc2)cc(C(=O)O)c1	-6
64	O=S(=O)(Nc1ccc2c(c1)oc1ccccc12)c1ccc2oc3ccccc3c2c1	-2
65	Cc1ccc(-n2nc3c(c2NC(=O)c2cccc([N+](=O)[O-])c2C)CS(=O)(=O)C3)c(C)c1	-14
66	CN(C(=O)c1cccnc1)c1nnc(-c2cnccn2)s1	0
67	CCN=C1SC(CC(=O)Nc2ccc(C)cc2)C(=O)N1CC (centres undefined)	-8
68	O=C(Nc1ccc(S(=O)(=O)N2CCCc3ccccc32)cc1)C1CCCO1 (centres undefined)	7
69	COc1ccc(-c2nc(SC(C)C(=O)O)c3c(=O)n(C)c(=O)n(C)c3n2)cc1 (centres undefined)	7
70	CN1CCc2[nH]c3ccc(C(=O)O)cc3c2C1	-2
71	CCCCN1C(=O)C2ON(c3ccccc3C)C(c3ccco3)C2C1=O (centres undefined)	-4&0
72	Cc1cccn2c(=O)c3cc(C(=O)NC(C)c4ccccc4)c(=N)n(CCCn4ccnc4)c3nc12 (centres undefined)	-7
73	CCOc1ccc(-n2c(=O)c3sccc3n(CC(=O)Nc3ccccc3C)c2=O)cc1	-3
74	CCOC(=O)c1ccc(NCCc2ccc(OC)c(OC)c2)c([N+](=O)[O-])c1	2
75	CC[n+]1oc(-c2ccccc2)cc1C	-1
76	COc1ccc(NCC(O)CN2c3ccccc3Sc3ccccc32)cc1 (centres undefined)	-9
77	COc1ccccc1-c1nnc(NC(=O)c2ccccc2F)o1	-2
78	O=C(Cc1ccc(F)cc1)NCCSc1c[nH]c2ccccc12	2
79	CCOC(=O)C(C)c1nc2ccccc2[nH]c1=O (centres undefined)	2
80	CCCNc1c([N+](=O)[O-])c(=O)oc2ccccc12	4
81	Cc1nc2ccccc2nc1N1CCCCC1	-5
82	CCc1ccc(NC(=O)c2cc(S(=O)(=O)N3CCCCC3CC)ccc2F)cc1 (centres undefined)	3
83	COC(=O)c1cc(Br)c(=O)n(CCc2ccccc2)c1	-7
84	COC(=O)c1ccccc1NC(=O)c1cc2ncc(Br)cn2n1	-7
85	COc1ccc(-n2nc(C(=O)NCC(=O)O)c3ccccc3c2=O)cc1	2
86	O=[N+]([O-])c1ccc2c(c1)OCCO2	-6
87	O=C(Cn1c(=O)n(C2CCCCC2)c(=O)c2ccccc21)Nc1ccc(F)cc1	0
88	CCOC(=O)C1CCN(c2cc(Nc3ccc(C(=O)O)cc3)c3c4c(onc24)-c2ccccc2C3=O)CC1	-16
89	COc1ccc(-c2n[nH]c(=S)n2-c2ccc(Oc3ccccc3)cc2)cc1	2
90	COc1ccc(Cn2c(=O)[nH]c3cc(C(=O)NCc4ccc(F)cc4)ccc3c2=O)cc1	7
91	COC(=O)c1ccc(C2/C(=C(\O)c3ccc(Cl)cc3)C(=O)C(=O)N2c2ccc(C)c(Br)c2)cc1 (centres undefined)	-11
92	COc1ccccc1N(C(=O)Cn1nnc2ccccc21)C(C(=O)NCc1ccco1)c1ccc(C)o1 (centres undefined)	-15
93	COc1cccc2cc(C(=O)N3CCN(C(=O)c4ccccc4)CC3)c(=O)oc12	-7
94	Clc1ccc(OCCSc2nnnn2-c2ccccc2)cc1	-2
95	O=C(CN1C2=NCCCN2c2ccccc21)c1cccs1	6
96	CC(C)OC(=O)c1nnn(-c2nonc2N)c1CN1CCCCCC1	3
97	Cc1ccc(NC(=O)CSc2nc3c([nH]c4ccccc43)c(=O)n2-c2ccc(F)cc2)cc1	0
98	Nc1ccc(-c2ccc(N)cc2C(F)(F)F)c(C(F)(F)F)c1	-1
99	OC(CN1CCCCC1)Cn1c2ccc(Cl)cc2c2cc(Cl)ccc21 (centres undefined)	0
100	CCOc1cc(C2C(C(=O)OC)=C(C)NC3=C2C(=O)c2ccccc23)cc(Br)c1O (centres undefined)	-63
101	Cc1nn2c(N)csc2nc1=O	-3
102	COC(=O)c1cc(C(=O)OC)n(Cc2ccc(F)cc2)n1	7
103	Cc1ccc(C)n1-n1cnc2sc3c(c2c1=O)CCC3	-6
104	CCCCNC(=O)c1sc2nc(C)cc(COC)c2c1-n1cccc1	-5
105	Cc1ccccc1OCC(=O)Nc1ccc(-c2nc3ncccc3o2)cc1	-9
106	CCOC(=O)Nc1c(C(=O)OC)[nH]c2cccc(OC)c12	3
107	NC(=O)c1c(N=c2oc3ccccc3cc2C(=O)Nc2ccccc2F)sc2c1CCCC2	-29
108	COC(=O)c1ccc(OCc2nc(N)nc(N3CCCCC3)n2)cc1	-2
109	CCCOC(=O)C1=C(C)N(CC)C(=O)NC1c1ccc([N+](=O)[O-])cc1 (centres undefined)	-11
110	COc1cc([N+](=O)[O-])ccc1NC(=O)c1ccccc1Cl	5
111	Cc1[nH]nc2c1-c1nc3ccccc3nc1C(C)(C)C2	-9
112	O=C(Cn1c(-c2ccccc2Cl)nc2ccccc2c1=O)Nc1cccc(C(F)(F)F)c1	0
113	CCCn1c2ccccc2c2nnc(SCC(=O)N3CCCc4ccccc43)nc21	-18
114	O=C(Nc1ccccc1F)c1c(O)c2cccc3c2n(c1=O)CC3	8
115	Nc1ccc(SCCN2C(=O)c3ccccc3C2=O)cc1	-4
116	COc1ccc(Oc2c(C(F)(F)F)oc3cc(OC(=O)C(C)(C)C)ccc3c2=O)cc1	-12
117	CC(C)CNC(=O)CSc1nnc(-c2ccccn2)n1Cc1ccccc1	-1
118	c1cc(-c2nnc3n2CCCCC3)ccn1	-6
119	CCS(=O)(=O)CCSc1nc2ccccc2s1	-6&-8
120	CCOc1ccccc1CNc1ncn[nH]1	-9

Going on with the list:
#	Compound	14-3-3 PPI
121	CCCOc1cccc(C2/C(=C(/O)c3ccc(F)cc3)C(=O)C(=O)N2CCN(C)C)c1 (centres undefined)	-7
122	CCC(=O)N1CCc2cc(Br)cc(S(=O)(=O)CCC(=O)N3CCCC(C)C3)c21 (centres undefined)	-5
123	CCOC(=O)C1C(=O)C=C(c2ccco2)CC1c1ccc(OC)c(OC)c1 (centres undefined)	-13
124	Cc1ccc(CNS(=O)(=O)c2ccc(F)c(C(=O)Nc3cccc(Cl)c3)c2)cc1	-11
125	O=C(NCc1ccco1)c1ccc2c(=O)n(-c3ccc(F)cc3)c(SCc3cccc(F)c3)nc2c1	1
126	Cc1ccccc1-n1c(=O)cc(N2CCc3ccccc3C2)[nH]c1=O	-5
127	c1ccc2oc(-c3ccc(NCc4ccc5c(c4)OCO5)cc3)nc2c1	-14
